14-3-3g Raf – alters human 14-3-3 gamma binding to Raf peptide. inhibition, % at 40 µM. actives 0.19% (n = 160,000). P61981. FP, 14-3-3gamma / TMR-pS259-Raf peptide binding. AID 422; in the data active = inhibition above about 30%;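 also: 0% = protein plus tracer without compound and 100% = blank with tracer alone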
Target sequence (P61981 whole entry, looked up): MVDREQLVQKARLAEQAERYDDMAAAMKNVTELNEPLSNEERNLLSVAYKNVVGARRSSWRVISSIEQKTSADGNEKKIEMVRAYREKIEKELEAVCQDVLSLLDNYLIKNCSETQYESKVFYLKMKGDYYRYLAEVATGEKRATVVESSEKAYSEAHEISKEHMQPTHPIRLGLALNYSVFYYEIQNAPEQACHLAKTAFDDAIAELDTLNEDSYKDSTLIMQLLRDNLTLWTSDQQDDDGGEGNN
An asterisk follows results filed as active; & = joins results of further samples. These rows are one share of the data; rates above refer to the full screens.

14-3-3g Raf	SMILES
0.6	O=C1C(=O)N(c2nc3ccccc3s2)C(c2cccc(F)c2)/C1=C(\O)c1ccc(Cl)cc1 (stereo not drawn)
-3.1	CCOC(=O)C(C)(C)N(Cc1ccccc1F)S(=O)(=O)c1ccc(Br)cc1
-3.8	COc1cc(CCC(=O)OCc2nnc(-c3ccccc3)o2)cc(OC)c1OC
-32.3	O=C1CC(c2ccccc2)N=C(SCC(=O)Nc2cccc3ccccc23)N1 (stereo not drawn)
-4.1	S=C(NCC1CCCO1)n1nnc2ccccc21 (stereo not drawn)
3.3	CCOc1ccc(-c2nn3c(-c4ccccc4)nnc3s2)cc1
10.5	Cc1sc(NC(=O)c2ccco2)nc1-c1ccc2c(c1)CC(C)N2C(=O)C1CC1 (stereo not drawn)
-4.2	CC1CC(C)CN(S(=O)(=O)c2ccc(C(=O)Nc3nc4c(ccc5ccccc54)s3)cc2)C1 (stereo not drawn)
-10.2	O=C(NC1CCCCCC1)C1CCCN1S(=O)(=O)c1cccc2cccnc12 (stereo not drawn)
-1.1	CCN(c1ccccc1)S(=O)(=O)c1cc(C(=O)Nc2cccc(C)c2)ccc1F
0.2	O=C(COc1ccc(S(=O)(=O)NC2CCCCC2)cc1)Nc1ccc2c(c1)OCCO2
-5.0	COc1ccc2c(c1)C(O)(C(F)(F)F)C(=O)O2 (stereo not drawn)
3.5	COC(=O)CN1C(=O)C2(C(C#N)=C(N)Oc3c2c(C)nn3-c2ccccc2)c2ccccc21 (stereo not drawn)
-6.8	CC(=O)n1c(SCC(=O)Nc2ccccc2)nc2ccccc21
-2.8	Cc1cccc(N2CC34C=CC(O3)C(C(=O)O)C4C2=O)c1 (stereo not drawn)
-2.8	CCCCSc1nc2c([nH]c3ccccc32)c(=O)n1-c1ccccc1
-22.6	CC(C)(C)C1CCc2c(sc(NC(=O)c3ccccc3Cl)c2C(=O)NCc2ccco2)C1 (stereo not drawn)
-5.8	CCOCCn1cnc2sc(C(=O)NCC(=O)OCC)c(C)c2c1=O
-14.5	CCC(=O)N1CCc2cc(Br)cc(S(=O)(=O)NCCc3ccccc3)c21
2.8	Nn1c(SCC(=O)Nc2ccc(F)cc2F)nnc1C1CCCCC1
-1.6	CN(Cc1ccccc1)c1nc2c(c(=O)n(C)c(=O)n2C)n1CCSc1ncccn1
-2.4	COC(=O)C1=C(C(=O)OC)SC(=C2C(=S)C(C)(C)N(C(=O)CN3C(=O)CCC3=O)c3ccccc32)S1
-5.8	O=C(O)Cn1nc(C(F)(F)F)c2c1CCC2
3.8	CCOc1ccc(-c2cnc(SCC(N)=O)nc2N)cc1
-14.7	Cc1cccc(-n2c(C)nc3cc(C(=O)NC4CCCCCC4)ccc32)c1
-14.4	COC(=O)C1C(=O)C2=C(CC1C)NC(C)=C(C(=O)OCCOC(C)C)C2c1cccc(F)c1 (stereo not drawn)
-5.2	CCc1nnc(NS(=O)(=O)c2ccc(NS(=O)(=O)c3ccccc3)cc2)s1
-5.5	C/C(=N\O)C(C)(C)NC(=O)Nc1ccc(Cl)cc1
2.9	CC1=C(C(=O)OCC(C)C)C(c2ccc(Cl)cc2)NC(=O)N1C (stereo not drawn)
-2.5	O=C(NC1CCCC1)c1ccc(CS(=O)(=O)Cc2ccc(Cl)cc2)o1

Structural class: those above containing a Cl atom.
14-3-3g Raf	SMILES
0.6	O=C1C(=O)N(c2nc3ccccc3s2)C(c2cccc(F)c2)/C1=C(\O)c1ccc(Cl)cc1 (stereo not drawn)
-22.6	CC(C)(C)C1CCc2c(sc(NC(=O)c3ccccc3Cl)c2C(=O)NCc2ccco2)C1 (stereo not drawn)
-5.5	C/C(=N\O)C(C)(C)NC(=O)Nc1ccc(Cl)cc1
2.9	CC1=C(C(=O)OCC(C)C)C(c2ccc(Cl)cc2)NC(=O)N1C (stereo not drawn)
-2.5	O=C(NC1CCCC1)c1ccc(CS(=O)(=O)Cc2ccc(Cl)cc2)o1

Continued:
14-3-3g Raf	SMILES
4.7	Cc1nn(C)c(C)c1S(=O)(=O)N1CCCC(C(=O)N2CCN(c3ccc(Cl)cc3)CC2)C1 (stereo not drawn)
11.5	CC(Nc1cc(N2CCCC2)ccc1[N+](=O)[O-])c1ccc(Br)cc1 (stereo not drawn)
-6.0	Cc1cccc(-n2cc(-c3ccccc3)nc2SCC(=O)Nc2ccccc2Cl)c1
-11.1	COc1ccc2nc(NC(=O)c3ccccc3NS(=O)(=O)c3ccc(C)cc3)sc2c1
1.6	Cc1cnc(C(=O)Nc2cccc(-c3nnc4n3CCCCC4)c2)cn1
-4.2	COCCOC(=O)C1=C(C)NC2=C(C(=O)CC(c3ccc(OC)cc3)C2)C1c1cccc([N+](=O)[O-])c1 (stereo not drawn)
-26.0	CCOc1ccccc1-c1nc(-c2cc3ccccc3nc2OC)no1
-2.5	Cc1c(NC(=O)C(C)C)cccc1-c1nc2ccccc2[nH]1
-0.6	CC1CCCCN1c1nnc(NC(=O)Cn2c(=O)oc3ccccc32)s1 (stereo not drawn)
-4.2	CC(Oc1ccc2c3c(c(=O)oc2c1)CCCC3)C(=O)O (stereo not drawn)
-3.6	Cc1ccc(Cn2cc(CCC(=O)NC3CCCCCC3)c3ccccc32)cc1
9.1	O=C(Nc1nnc(SCc2ccccc2F)s1)c1ccc([N+](=O)[O-])cc1
-3.0	O=C(c1ccncc1)N1CCN(Cc2ccc([N+](=O)[O-])cc2)CC1
-27.9	CN(C(=O)CSC1=Nc2ccccc2C2=NC(c3ccccc3)C(=O)N12)C1CCCCC1 (stereo not drawn)
4.5	CC(CCc1ccccc1)NC(=O)c1ccc2c(=O)n(-c3ccccc3)c(=O)[nH]c2c1 (stereo not drawn)
-5.5	O=C(NCCN1CCOCC1)c1cc(S(=O)(=O)NCCCN2CCCC2=O)ccc1Cl
-1.1	CCCc1cc(C(=O)Nc2sc(C)c(C)c2C(=O)OCC)no1
-9.6	COc1ccc(CCn2c(=S)[nH]c3cc(C(=O)N4CCC(C(N)=O)CC4)ccc3c2=O)cc1OC
0.9	CCn1cc(C(=O)Nc2cccc(C(=O)OC)c2)c(=O)c2ccc(C)nc21
-9.5	O=C(O)c1ccc(N2CCN(c3ccccn3)CC2)c([N+](=O)[O-])c1
1.1	Cc1ccccc1C1CC(c2ccccc2)Nc2ncnn21 (stereo not drawn)
-7.9	C=CCn1c(Sc2nncn2C)nc2c1c(=O)[nH]c(=O)n2C
0.7	Clc1ccc(CSc2nc3ccccc3o2)cc1
-15.5	CCCC1C(=O)CC(C#N)(C#N)C(C#N)(C#N)C1C (stereo not drawn)
-2.4	COc1ccccc1N1CCN(CCCNc2c(C)c(=O)n(C)c(=O)n2C)CC1
-1.4	COc1ccccc1CNS(=O)(=O)c1ccc(F)c(C(=O)Nc2cc(C(F)(F)F)ccc2Cl)c1
-3.6	COc1ccc(NC(=O)CN2CC(c3ccccc3)CC2=O)cc1OC (stereo not drawn)
-13.5	COC(=O)C1=C(C)NC(=S)NC1c1ccc2c(c1)OCO2 (stereo not drawn)
-5.5	Cn1cnc([N+](=O)[O-])c1NCC(=O)O
-1.0	COc1ccc(NC(=O)CSc2c(C)nn(-c3nnc(C)c(=O)[nH]3)c2C)cc1

Reformatted with each value named: 4 of the compounds above.
COc1ccccc1N1CCN(CCCNc2c(C)c(=O)n(C)c(=O)n2C)CC1
  14-3-3g Raf = -2.4
COc1ccccc1CNS(=O)(=O)c1ccc(F)c(C(=O)Nc2cc(C(F)(F)F)ccc2Cl)c1
  14-3-3g Raf = -1.4
COc1ccc(NC(=O)CN2CC(c3ccccc3)CC2=O)cc1OC (stereo not drawn)
  14-3-3g Raf = -3.6
COC(=O)C1=C(C)NC(=S)NC1c1ccc2c(c1)OCO2 (stereo not drawn)
  14-3-3g Raf = -13.5

(list continues)
14-3-3g Raf	SMILES
2.5&-0.3	CCOC(=O)CC1C(=O)NCCN1C(=O)c1cc2c(=O)n3cccc(C)c3nc2s1 (stereo not drawn)
-15.2	Cn1c(=O)[nH]c(=O)c2c1nc(N1CCCC1)n2Cc1ccc(F)cc1
-104.3	COc1cccc(-c2cn3nc(C)c(C)nc3n2)c1
1.9	CCN(c1ccccc1)S(=O)(=O)c1ccc(F)cc1C
-10.9	CCN(CC)C(=O)c1cccc(-c2ccc(OC)cc2)c1
-2.7	COc1ccc(Cl)cc1NC(=O)CN1CCC(n2nnc3ccccc32)CC1
0.2	COCc1cc(C)nc2sc(C(=O)NCc3ccccc3)c(N)c12
6.1	CCC(C)N1C(=O)C2C(C(=O)Nc3ccc(C(C)C)cc3)C3C=CC2(O3)C1C(=O)NC1CCCC(C)C1C (stereo not drawn)
-6.4	O=C(CSc1nc2cc(C(=O)N3CCOCC3)ccc2c(=O)n1CCc1ccccc1)c1ccccc1
-0.2	CCOc1ccc(C(=O)C(c2ccccc2)N2CCOCC2)cc1 (stereo not drawn)
3.5	COc1ccc(-c2csc(N3CCC(C)CC3)n2)cc1
-2.6	O=C(NC1CCS(=O)(=O)C1)c1cccc(S(=O)(=O)N2CCOCC2)c1 (stereo not drawn)
-5.3	O=C1c2ccccc2C(=O)c2cc(S(=O)(=O)Nc3nc(-c4ccccc4)cs3)ccc21
-9.1	Cc1nc2nc(-c3ccco3)nn2c(C)c1Cl
5.4	CC(C)=C(C#N)c1nc2ccccc2s1
-7.2	C=CCNc1nc(NCc2ccccc2)c(C#N)c2c1CN(C)CC2
-7.9	CC(=O)N(c1ccc(F)cc1)c1nc(-c2cc3ccccc3oc2=O)cs1
-240.7	COc1cccc(C2CC(c3ccc(Br)cc3)=NN2S(C)(=O)=O)c1OC (stereo not drawn)
-10.6	O=C(COc1ccc2ccccc2c1)OCC(=O)c1ccccc1
-2.5	O=C(CCn1c(=S)[nH]c2ccccc2c1=O)NC1CCCC1
-21.9	CC(C)(C)c1ccc(C(=O)Nc2ccc(Cl)c(NC(=O)c3ccccc3)c2)cc1
1.8	CCCCCn1c(=S)[nH]c2cc(C(=O)N3CCCC3)ccc2c1=O
-37.1	CCOC(=O)C1CCN(Cc2nc3ccc(Cl)cc3n2CCO)CC1
-7.7	NC(=O)CSC1=Nc2ccccc2C2=NC(CC(=O)NCc3cccs3)C(=O)N12 (stereo not drawn)
-4.1	COc1ccc(OC)c(NC2=C(Cl)C(=O)N(c3cccc(C(F)(F)F)c3)C2=O)c1
6.9	Cc1onc(-c2ccccc2Cl)c1C(=O)NC1CCS(=O)(=O)C1 (stereo not drawn)
-11.2	Cc1cc(N2CCN(S(=O)(=O)Cc3ccccc3)CC2)n2ncnc2n1
-11.4	COC(=O)c1ccc(Sc2ccc(C)cc2)c(N)c1
-9.0	O=C(c1ccc2c(c1)OCCO2)C1CCN(C(=O)c2ccc(F)c(F)c2)CC1
-2.7	Cc1cccc(Nc2ncc([N+](=O)[O-])cc2[N+](=O)[O-])n1

Structural class: those above containing a nitro group on carbon (seven)
14-3-3g Raf	SMILES
11.5	CC(Nc1cc(N2CCCC2)ccc1[N+](=O)[O-])c1ccc(Br)cc1 (stereo not drawn)
-4.2	COCCOC(=O)C1=C(C)NC2=C(C(=O)CC(c3ccc(OC)cc3)C2)C1c1cccc([N+](=O)[O-])c1 (stereo not drawn)
9.1	O=C(Nc1nnc(SCc2ccccc2F)s1)c1ccc([N+](=O)[O-])cc1
-3.0	O=C(c1ccncc1)N1CCN(Cc2ccc([N+](=O)[O-])cc2)CC1
-9.5	O=C(O)c1ccc(N2CCN(c3ccccn3)CC2)c([N+](=O)[O-])c1
-5.5	Cn1cnc([N+](=O)[O-])c1NCC(=O)O
-2.7	Cc1cccc(Nc2ncc([N+](=O)[O-])cc2[N+](=O)[O-])n1

(listing goes on)
14-3-3g Raf	SMILES
-95.3	Cc1ccc(S(=O)(=O)c2c(N)n(/N=C/c3ccco3)c3nc4ccccc4nc23)cc1
2.5	COc1ccccc1-n1nnnc1SCC(=O)Nc1cc(C)on1
4.4	CCc1ccc(C2NC(=O)NC(C)=C2C(=O)OCCOc2ccccc2)cc1 (stereo not drawn)
-12.3	Cn1cccc1Cc1nnc(SCC(=O)Nc2nc3ccccc3s2)n1CCc1ccccc1
-9.9	N#CC1=C(N)SC(N)=C(C#N)C1C1CC=CCC1 (stereo not drawn)
-24.6	O=C(Cc1c(C(=O)O)[nH]c2ccccc12)Nc1nc2ccccc2s1
-5.2	Clc1cccc(Cl)c1Cn1cnc(=NCc2ccco2)c2[nH]cnc21
5.5	CCOc1cc(C2C3=C(CC(C)(C)CC3=O)OC3=C2C(=O)CC(C)(C)C3)ccc1OC(=O)c1cccc(C)c1
-22.4	O=c1cc(-c2cc(Cl)cc3c2OCOC3)oc2ccc(Cl)cc12
-4.3	O=C(Nc1c2c(nn1-c1ccc(F)cc1)CSC2)c1cccc(F)c1
